P. falciparum M17LAP: P. falciparum M17LAP inhibitors, primary screen, biochemical, fluorogenic H-Leu-NHMec substrate, 1536-well (AID 1619) | Leucine aminopeptidase (Plasmodium falciparum (isolate 3D7)) | recombinant M17LAP, H-Leu-NHMec fluorogenic kinetic assay; higher % means a stronger effect | inhibition, % at 30 µM, or IC50 in µM where a hit was titrated | 220,000 tested, 0.38% active;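 active = compound inhibiting the enzyme by more than half at any dose during confirmatory dose-response retesting; inconclusive = strong single-dose inhibitors picked by rank but not retested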;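 note: plate controls were full reaction with DMSO carrier for no effect and no enzyme background for full effect; strong numbers were not always called active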
NOD2 inhibition: NOD2 signaling inhibitors, cell-based, luminescence, uHTS, HEK293 (AID 1566). 290,000 tested, 0.63% active. HEK293 NOD2/NF-kB luciferase reporter, luminescence; higher % means a stronger effect. one-dose inhibition, % at 4 µM; EC50 in µM for titrated hits; in the data active = inhibition above about 50%; note: many of its hits are not listed in these tables
NOD1 inhibition: NOD1 signaling inhibitors, primary screen, cell-based, luminescence, uHTS (AID 1578); NOD1-driven NF-kB luciferase reporter cells, luminescence; higher % means a stronger effect; one-dose inhibition, % at 4 µM; EC50 in µM for titrated hits; 290,000 tested, 1% active; in the data active = inhibition mostly above about 36%, no sharp cut-off; inactive = mostly below about 34%;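 note: HEK-293T reporter cells stimulated with the NOD1 agonist gamma-tri-DAP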
bCat nuc transl: modulators of beta-catenin nuclear translocation, primary screen, imaging, HeLa cells, immunofluorescence, high-content; nuclear translocation activity, % at 5 µM; 190,000 tested, 0.3% active;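 active = nuclear translocation activity above 50% at 5 µM, with a well cell count of 50 or more; inconclusive = wells under 50 cells across six images, flagged as toxic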;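 note: per-cell ratio of nuclear to cytoplasmic median beta-catenin stain intensity; plate controls were DMSO negative control for no effect and GSK-3 inhibitor IX positive control for full effect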
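Test system: human HeLa cells, endogenous beta-catenin. Times: 24 h compound exposure, 37°C. Measured by: beta-catenin immunofluorescence imaging with DAPI.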
Dynein transport: inhibitors of GR-EGFP nuclear translocation, primary screen, dynein cargo transport inhibitor project, imaging, high-content, 3617.4 mouse cells | z-score, hits read low | AID 1381, 2008 | 220,000 tested, 0.47% active | test concentration mostly 20 µM; stimulated with dexamethasone, 1 µM; active compounds read low;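 active = plate z-score of nuclear minus cytoplasmic receptor signal below a set negative limit, without overly bright fluorescence or cell loss, cut at about -3.5 in these data, passing the limit was not always enough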;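 note: z-score of nuclear minus cytoplasmic ring GR-EGFP intensity difference per well; some compounds called inactive have numbers as strong as hits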
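Schedule: 48 h induction, then 1 h compound, then 30 min agonist, 37 °C. Buffer or medium: tetracycline-free induction medium containing charcoal-stripped FBS. Reagent: 1.0 µM final dexamethasone stimulus. Evaluation: nuclear versus cytoplasmic GR-EGFP signal, averaged per well. Signal: high-content fluorescence imaging after fixation.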
MT stabilize HCS: microtubule stabilizers in HeLa cells, primary screen, imaging, high-content imaging | 200,000 tested, 0.83% active | HeLa tubulin immunostaining HCS, 24 h; share of cells brighter than vehicle mean+2SD | % tubulin-high responders, % at 10 µM;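 active = plate Z-score above 3 for both tubulin-high and condensed-nucleus cell shares, with cell loss under 80%, at 10 µM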;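 note: anti alpha tubulin signal scored within the nucleus-defined area of each cell; some results filed as inactive read as strong as hits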
Autophagy HCS: autophagy modulators in MEF cells, primary screen, imaging, high-content, MEF GFP-LC3 | 190,000 tested, 0.98% active | calls only at 10 µM (by protocol) | AID 463193, 2010 | MEF GFP-LC3 puncta imaging; test concentration mostly 10 µM;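 active = percentage of spot-positive cells more than 3 SD above its plate mean, without a fluorescence outlier flag or 80% toxicity; inconclusive = no clear call, values can overlap the other calls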;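 note: spot-positive cell cutoff set from DMSO-treated cells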
Insulin prom up: insulin promoter activators in MIN6 cells, imaging, high-content screening, mouse beta cells; MIN6 insulin promoter-GFP reporter; active compounds read high; z-score at 5 µM; 190,000 tested, 0.3% active; AID 1625, 2009;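 active = z-score above 3 at 5 µM with at least 500 cells counted in the well; inconclusive = wells under 500 cells, flagged as cytotoxic or low count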
Yfh1-off respiration: enhancers of respiration in Yfh1-depleted yeast, dose response, Friedreich's ataxia, plus single-dose screen (AID 1465). S. cerevisiae Yfh1-off respiration, WST-1 reduction, 72 h; higher fold induction means a stronger effect. fold induction at 50 µM; hits with a dose series show EC50 in µM. 220,000 tested, 0.074% active;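 active = fold induction of absorbance versus untreated yeast above a set limit, then at least 30% activation at any dose in follow-up; inconclusive = repeats straddling the limit, or above it without dose testing; inactive = fold induction below the set limit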;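 note: activators that raise dye reduction in frataxin-depleted yeast; strong numbers were not always called active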
Dynein transport cytoplasmic EGFP: further read-out of Dynein transport, marked with its call; z-score; measured here: cytoplasmic GR-EGFP intensity; active compounds read high
Dynein transport nuclear GR-EGFP: recorded beside Dynein transport, whose call it bears; z-score; measured here: nuclear GR-EGFP intensity;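 lower value marks the stronger effect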
Dynein transport cell count: further read-out of Dynein transport, marked with its call; z-score; measured here: cell count per field
Insulin prom up cell count: second read-out of Insulin prom up, no call of its own (marks repeat the call); cell count; measured here: cytotoxicity, nuclei count;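 total cells summed across four imaged fields per well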
bCat nuc transl cell count 5 µM: second read-out of bCat nuc transl, no call of its own (marks repeat the call); cell count; measured here: cell count, cytotoxicity flag
MT stabilize HCS Hoechst-high %: also measured in MT stabilize HCS; calls as there; % Hoechst-high responders; measured here: nuclear condensation Hoechst responders;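 share of cells brighter than vehicle mean plus two SD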
MT stabilize HCS cytotoxicity %: also measured in MT stabilize HCS; calls as there; toxicity, %; measured here: cytotoxicity by cell density;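 0% = mean cell density of plate MIN control wells and 100% = no cells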
Autophagy HCS cell loss 18 h: further read-out of Autophagy HCS, marked with its call; toxicity, %; measured here: cell loss, nuclei count;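 cell loss after 18 h compound exposure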
Active calls of the source: *; i = inactive; ? = inconclusive; . = no result given. The list is partial (hit frequency here may not be typical).

SMILES	P. falciparum M17LAP	NOD2 inhibition	NOD1 inhibition	bCat nuc transl	bCat nuc transl cell count 5 µM	Dynein transport	Dynein transport cytoplasmic EGFP	Dynein transport nuclear GR-EGFP	Dynein transport cell count	MT stabilize HCS	MT stabilize HCS Hoechst-high %	MT stabilize HCS cytotoxicity %	Autophagy HCS	Autophagy HCS cell loss 18 h	Insulin prom up	Insulin prom up cell count	Yfh1-off respiration
O=C(COC(=O)c1cccc(S(=O)(=O)NCc2ccccc2)c1)Nc1ccccc1OC(F)F	12.4%	20.4%	3.1%	2.3	982	-0.216	-0.184	0.512	0.0731	2.3	2.2	9.6	i	-2.8	-0.57	852	.
Cc1ccc(CN=c2c([N+](=O)[O-])nn(-c3ccc4c(c3)OCCO4)n2O)cc1	-9.5%	-45.9%	21.4%	-0.1	903	-0.248	-0.305	-0.379	0.58	2.8	2.1	6.9	i	-25.6	0.85	1291	i
CCCC(CCC(=O)OC)(C(=O)OCC)c1csc(N)n1 (stereo not given)	-1.1%	-2.6%	10.0%	-4.0	1004	-0.486	-0.194	-0.338	0.568	1.2	0.9	8.0	i	3.2	0.35	1166	i
Cc1no[n+]([O-])c1COc1ccc(/C=C2\NC(=S)NC2=O)cc1	9.1%	-7.5%	0.6%	.	.	2.13	1.01	1.61	-1.18	3.1	2.0	3.9	i	4.7	-0.4	874	i
COc1ccc(CCN(C(=O)c2ccc(F)cc2)C2=CC3CCC(C2)N3C)cc1OC (stereo not given)	.	8.2%	9.0%	0.3	932	.	.	.	.	.	.	.	.	.	0.08	1244	i
CCOP(=O)(OCC)c1nc(-c2ccc(OC)cc2)oc1N1CCOCC1	.	3.7%	-7.3%	-1.8	1306	-0.414	-0.772	-0.434	-0.0825	.	.	.	.	.	-0.11	1001	i
CCN1CCN(CCCNC(=O)c2cc3sccc3n2CC)CC1	4.8%	6.3%	-10.6%	-1.4	1128	-0.967	-0.189	-0.35	0.124	5.6	2.4	1.6	.	.	2.13	1867	i
CCOc1ccc2nc(COC(=O)c3cccs3)c(C(=O)c3ccccc3)[n+]([O-])c2c1	-2.9%	11.5%	-19.0%	1.8	1118	0.321	-0.209	0.312	0.287	5.2	3.5	11.7	i	-7.4	-0.22	1508	i
COc1ccc(NC(=O)[C@@H]2[C@@H]3C(=O)N(C4CCCCC4)C(=O)[C@@H]3C3c4ccccc4C=CN32)cc1 (stereo not given in full)	-1.5%	3.1%	-4.8%	-5.2	1008	-1.06	0.0913	-0.417	-0.00228	2.0	1.4	12.9	i	1.2	-0.24	1126	i
CC12CC3(C)CC(C)(C1)CC(C(=O)NCc1ccccn1)(C2)C3	10.0%	-5.3%	-21.9%	-1.6	1046	-1.05	-0.169	-0.514	0.781	2.3	1.6	1.4	i	15.9	0.83	1574	i
CSC(=NNC(=O)c1ccc(O)cc1)SC	2.7%	6.9%	10.6%	-1.8	993	0.773	-0.143	0.865	-0.051	1.0	1.3	6.3	i	-18.3	1.09	838	i
CCC(C)Nc1nc(OC(C(F)(F)F)C(F)(F)F)nc(OC(C(F)(F)F)C(F)(F)F)n1 (stereo not given)	9.7%	17.2%	-37.3%	-6.9	979	-0.969	-0.297	-1.01	1.73	3.7	3.0	7.6	i	3.7	0.18	674	i
COc1cccc(OC)c1OCCCCc1c(C)n[nH]c1C	9.2%	12.8%	-23.3%	1.8	571	0.586	-0.302	1.15	-1.05	1.5	1.3	6.7	i	11.8	.	.	i
CC1CN(S(=O)(=O)c2ccc(C(=O)Nc3sc4c(c3C(N)=O)CCN(C)C4)cc2)CC(C)O1 (stereo not given)	4.8%	6.6%	-13.5%	3.5	938	-0.396	0.0427	0.0576	0.0106	2.2	1.6	6.1	i	-18.1	.	.	i
COC(=O)c1ccc2c(=O)n(CCCCCC(=O)NCc3ccc4c(c3)OCO4)c(=O)[nH]c2c1	-3.9%	0.0%	-9.3%	.	.	0.884	-0.199	0.484	-0.706	2.2	1.6	11.5	i	-6.5	-0.07	952	i
Cc1onc(-c2ccccc2)c1C(=O)NCC(O)c1ccccc1 (stereo not given)	1.1%	9.1%	-2.8%	1.4	1239	0.428	-0.237	-0.0709	-0.742	.	.	.	.	.	0.22	1465	i
O=C(O)c1ccccc1Sc1c([N+](=O)[O-])cc(C(F)(F)F)cc1[N+](=O)[O-]	9.8%	-9.3%	-20.5%	0.2	1182	-1.57	-0.0942	-0.818	1	3.7	4.3	4.7	i	-4.9	-0.66	1290	i
CCOC(=O)c1nnc(-c2ccccc2)nc1Oc1ccc(Cl)cc1	10.8%	7.2%	19.9%	-0.4	1107	-2.06	0.56	-1.05	0.678	1.1	2.3	10.9	i	-3.8	0.43	1542	i
C/C(CCc1ccc2c(c1)OCO2)=N\N=C1\NC(=O)CC(C(=O)Nc2ccccc2F)S1 (stereo not given)	-1.0%	10.2%	-15.0%	-1.3	1158	-0.406	-0.303	-0.0961	0.482	6.3	2.0	4.2	i	-4.0	0.19	1181	i
COc1ccc(/C=C\C(=O)NCc2ccc3c(c2)cc(C)n3C)cc1OC	-2.9%	-7.5%	-32.1%	-2.1	570	0.184	-0.165	1.08	-0.612	3.1	3.3	12.0	i	13.8	0.47	1150	i
CCSc1nnc2nc(C)cc(C)n12	8.6%	-13.1%	5.5%	-3.3	1186	0.448	-0.0458	0.432	-0.398	3.3	0.8	5.7	i	25.3	0.21	917	i
Cc1ccn(CCSCC(=O)O)n1	15.6%	-8.6%	6.8%	-5.7	1039	0.0136	-0.202	-0.219	0.582	2.5	0.8	9.9	i	0.8	-0.09	1107	i
Cc1sc2ncnc(NCc3ccco3)c2c1C	7.4%	10.7%	-21.2%	-1.2	876	-0.569	-0.153	-0.414	1.02	1.2	1.6	5.6	i	12.0	?	.	.
O=C(NC1CCCCC1)c1ccc(S(=O)(=O)c2ccccc2)cc1	1.7%	15.6%	18.0%	3.7	915	-0.466	-0.323	-0.395	0.842	1.0	1.7	5.5	i	2.0	-0.03	1413	i
COc1ccc(/C=C(/C#N)C(=O)Nc2ccc(C)cc2C)cc1C(=O)O	23.2%	-10.2%	-20.0%	-0.8	1168	0.311	-0.191	-0.145	-0.349	3.6	2.3	4.5	i	9.4	0.22	1760	i
CCCCC(=O)Nc1nn(CCC)c2nc3ccccc3cc12	-0.5%	0.7%	3.1%	.	.	0.214	-0.28	0.389	2.41	9.4	14.8	96.9	i	-1.7	1.58	1189	i
CCSc1nc2cc(C(=O)OC)ccc2c(=O)n1CC	13.9%	6.5%	-21.7%	-1.4	1211	0.834	-0.251	0.673	0.256	1.4	1.2	2.1	i	-1.7	-0.71	1161	i
O=C(COC(=O)c1ccccc1Br)Nc1cc(S(=O)(=O)N2CCOCC2)ccc1N1CCCC1	16.8%	-1.2%	-20.0%	-3.1	1190	1.14	-0.317	1.11	-1.31	2.3	5.9	11.8	i	-4.0	-0.21	1263	i
O=C(CCSCc1ccccc1Cl)N1CCN(c2ccccn2)CC1	-3.8%	-51.4%	-53.9%	1.6	1472	-1.29	-0.236	-1.17	0.764	4.0	2.3	8.3	i	-1.4	-0.11	1503	i
Cc1ccc(C(=O)c2ccc(N3CCOCC3)c(F)c2)cc1	2.0%	-8.1%	-21.8%	5.9	427	0.0173	0.0862	-0.127	0.121	3.3	2.2	0.4	i	18.1	.	.	i
O=C(CNc1ccc2ccccc2c1)N/N=C/c1ccccn1	3.7%	17.1%	4.9%	2.3	952	0.724	-0.262	0.321	-0.0864	.	.	.	.	.	0.03	1342	i
CCN(CC)C(=O)CSc1nnc(-c2ccccn2)n1-c1ccccc1OC	15.5%	26.7%	5.4%	0.1	1296	-0.227	-0.245	0.301	-0.104	.	.	.	.	.	0	1020	i
O=C(CNC1CCCCC1)Nc1cc(S(=O)(=O)N2CCOCC2)ccc1Cl	-3.3%	0.9%	-35.3%	-3.6	1137	0.652	0.0856	0.624	-0.831	2.8	2.6	2.0	i	0.9	-0.38	1364	i
c1csc(Cn2c(-c3cccs3)nc3ccccc32)c1	3.5%	14.7%	1.2%	.	.	1.62	-0.187	1.3	0.178	2.7	1.6	9.0	i	30.3	0.07	1059	i
Cc1ccc2cc(CN(Cc3ccco3)C(=O)NC3CCCCC3)c(=O)[nH]c2c1C	-0.6%	-11.3%	-10.7%	4.3	1218	0.389	-0.256	0.0586	-0.414	2.7	1.6	8.4	i	2.2	-1.94	538	i
Cc1ccc(-c2nn(-c3ccccc3)c3[nH]c(=O)c(CNCCN(C)C)cc23)cc1	.	2.1%	5.3%	-0.7	1180	.	.	.	.	.	.	.	.	.	2.45	1267	.
Cc1ccc(Cn2c(SCC(=O)Nc3cccc(C)n3)nc3c2c(=O)n(C)c(=O)n3C)cc1	.	-7.9%	-69.4%	-3.2	1128	.	.	.	.	.	.	.	.	.	0.26	861	.
CC(=C/C(=O)O)/C=C/c1ccco1	9.3%	13.8%	-20.2%	-3.6	564	-0.629	-0.214	0.492	-0.337	2.7	2.7	0.4	i	-23.4	0.35	1279	i
CC1=C(C#N)C(=O)NC(=O)/C1=C/c1ccc(-c2ccc(S(N)(=O)=O)cc2)o1	35.6%	3.9%	-38.3%	-1.2	1208	2.99	-0.285	0.792	-2.2	4.6	1.9	7.8	i	-13.7	-0.62	1282	i

High-throughput results from PubChem.
